GALK inhibitor: galactokinase (human) inhibition; Purified GALK, Kinase-Glo residual ATP luminescence; actives 0.007% (n = 270,000); Potency, µM (doses to about 57.5 µM), inactives show at the top dose activity change, negative = inhibition, most hits filed as inhibitors; note: potency is the fitted concentration of half-maximal effect
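5 nM enzyme, 35 uM ATP, 100 uM galactose, 20 mM HEPES pH8.0, 5 mM MgCl2; 1 h RT; residual ATP by Kinase-Glo Plus luminescence, qHTS format.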
KCNH2 3.1 block: inhibitors of human KCNH2 3.1 potassium channel isoform; actives 0.95% (n = 340,000); U2OS KCNH2 3.1, thallium flux FluxOr; active compounds read low; AID 720553; activity change, % (tested at about 1.8 µM);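 active = maximum activity change below -70%; inconclusive = maximum activity change from -70% to -50%; inactive = maximum activity change above -50%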;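 note: thallium influx rate constant from kinetic fluorescence after stimulation buffer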
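Normalized rate constant (relative to positive and negative DMSO controls) derived from a 2 min kinetic fluorescence read after stimulation; U2OS cells expressing the 3.1 isoform via virus at 1.77 x 10^8 /mL.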
PKM2 activator: activators of human pyruvate kinase M2; AID 1631; actives 0.34% (n = 260,000); purified PKM2, Kinase-Glo ATP luminescence, activation; response scale: 0% is enzyme alone, no compound; P14618; Potency, µM (doses to about 57.5 µM), for inactives: at the highest dose activation, most hits filed as activators; note: potency is the fitted concentration of half-maximal effect; nearly all actives have a fitted effect of over 55% in size
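hPK-M2, >95% pure; 0.1 mM ADP / 0.5 mM PEP final; imidazole pH7.2 buffer w/ 7 mM MgCl2, 50 mM KCl; 1 h RT; Kinase-Glo lum. Intermediate enzyme activity for dual inhibitor/activator qHTS.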
USP2a inh: USP2a (human) protease inhibition | Potency, µM (series often up to 38.3 µM), for the others: at the highest dose activity change, negative = inhibition, hits mostly inhibitors | actives 0.01% (n = 330,000) | USP2 core, Ub-CHOP2 coupled fluorogenic reporter, 485/531 | O75604;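 note: potency is the fitted concentration of half-maximal effect; plate controls were DMSO wells for no effect and full inhibition by NEM control for full effect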
Target sequence (O75604 whole entry, looked up): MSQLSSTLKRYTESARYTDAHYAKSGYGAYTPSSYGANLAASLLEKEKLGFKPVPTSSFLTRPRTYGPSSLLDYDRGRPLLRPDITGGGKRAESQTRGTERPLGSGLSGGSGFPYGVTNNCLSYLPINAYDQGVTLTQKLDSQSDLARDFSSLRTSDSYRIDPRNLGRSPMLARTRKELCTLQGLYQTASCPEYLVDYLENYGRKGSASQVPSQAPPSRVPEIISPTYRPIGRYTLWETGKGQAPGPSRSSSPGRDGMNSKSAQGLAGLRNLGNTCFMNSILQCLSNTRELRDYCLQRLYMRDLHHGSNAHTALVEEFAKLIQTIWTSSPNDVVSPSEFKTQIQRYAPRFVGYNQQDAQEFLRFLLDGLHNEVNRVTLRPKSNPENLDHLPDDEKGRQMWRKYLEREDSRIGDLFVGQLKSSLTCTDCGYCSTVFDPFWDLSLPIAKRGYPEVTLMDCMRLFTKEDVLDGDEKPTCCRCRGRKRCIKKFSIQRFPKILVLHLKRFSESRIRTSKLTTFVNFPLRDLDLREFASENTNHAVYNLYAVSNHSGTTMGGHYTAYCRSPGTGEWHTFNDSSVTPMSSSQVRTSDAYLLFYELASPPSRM
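Deubiquitinase activity read as fluorescence (485/531 nm) after Ub-CHOP2 cleavage activates the enterokinase reporter on its substrate; USP2 core 10nM, Ub-CHOP2 and substrate 25nM each, 30min compound preincubation then 60min RT; data normalized to NEM, curves fitted.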
B2AR arrestin: beta2AR (human) beta-arrestin recruitment activity; P07550; beta-arrestin recruitment to beta2AR, cell-based reporter; Potency, µM (series often up to 46.1 µM), for inactives: at the highest dose activation, usual class: activators; actives 0.02% (n = 330,000); AID 492947;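 note: potency is the fitted concentration of half-maximal effect; 0% = DMSO controls and full agonism = EC100 isoproterenol or metaproterenol; nearly all actives have a fitted effect of over 65% in size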
uPA generation: inhibitors of cell surface uPA generation | cell surface uPA generation assay, qHTS | Potency, µM (top dose mostly 38.3 µM), for inactives: top-dose activity change, negative = inhibition, most hits filed as inhibitors | actives 0.31% (n = 330,000); active = well fitted inhibition curve with a large enough effect; inconclusive = small, poorly fitted or top-dose-only effect; inactive = no such curve, though single readings can be large or run the other way; tested in mouse RAW 264.7 cells; note: potency is the fitted concentration of half-maximal effect; nearly all actives have a fitted effect of over 55% in size
Eya2 phos inh: Eya2 (human) phosphatase inhibition; O00167; recombinant Eya2, OMFP fluorescence dephosphorylation (OMFP is methylfluorescein phosphate); Potency, µM (doses to about 76.9 µM), for inactives: at the highest dose activity, negative = inhibition, most hits filed as inhibitors; actives 0.006% (n = 330,000); AID 488837; note: potency is the fitted concentration of half-maximal effect
Target sequence (O00167 whole entry, looked up): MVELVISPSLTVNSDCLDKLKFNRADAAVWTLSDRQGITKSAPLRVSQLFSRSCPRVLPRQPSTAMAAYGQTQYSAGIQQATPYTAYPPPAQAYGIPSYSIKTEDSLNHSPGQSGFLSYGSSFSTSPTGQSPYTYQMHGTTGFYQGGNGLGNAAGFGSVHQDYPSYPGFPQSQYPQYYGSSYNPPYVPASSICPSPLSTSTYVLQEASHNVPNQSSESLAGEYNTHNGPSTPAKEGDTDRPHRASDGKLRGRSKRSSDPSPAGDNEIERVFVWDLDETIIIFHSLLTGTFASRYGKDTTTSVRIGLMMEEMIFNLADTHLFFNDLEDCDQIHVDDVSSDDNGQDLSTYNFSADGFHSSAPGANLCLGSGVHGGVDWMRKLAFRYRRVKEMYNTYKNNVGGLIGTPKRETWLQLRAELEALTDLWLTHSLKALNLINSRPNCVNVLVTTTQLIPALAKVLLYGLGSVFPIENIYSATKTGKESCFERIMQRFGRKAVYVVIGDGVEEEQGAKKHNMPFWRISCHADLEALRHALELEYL
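Eya2 (0.2 uM) preincubated 10 min at ambient with compound, then OMFP substrate added at 50 uM; 10 min reaction in 50 mM HEPES pH 7.5, 50 mM NaCl, 5 uM MgCl2, 0.05% BSA, 1 mM DTT. Fluorescence read at Ex 485/Em 525 nm.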
Giardia killer: kills Giardia lamblia. Giardia lamblia trophozoite viability. activity change, % at 7.66 µM, hits read low. actives 0.15% (n = 340,000). AID 540267; in the data active = activity change below about -80%; inconclusive = between about -30% and that limit;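 note: parasites exposed to compound for two days anaerobically before the ATP read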
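Each well holds 100 Giardia trophozoites and compound. After two days (48 hrs) at 37 deg C in anaerobic conditions, ATP is quantified by luminescence.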
KCNH2 WT inh: KCNH2 (human, wildtype) channel inhibition. Q12809. U2OS, BacMam KCNH2, thallium flux FluxOr; active compounds read low. activity change, % at 1.84 µM. actives 0.37% (n = 340,000). AID 720551;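 active = maximum activity change below -70%; inconclusive = maximum activity change between -70% and -50%; inactive = maximum activity change above -50%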
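U2OS cells transduced with wild-type KCNH2 virus are loaded with FluxOr dye for 45 min, and thallium flux is measured in kinetic reads before and after stimulation buffer. Rate constants are normalized to DMSO controls.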
BCR signal inh: inhibitors of chronic active B-cell receptor signaling. actives 0.05% (n = 340,000). Potency, µM (highest dose often 46.1 µM), for the others: top-dose ratio change, negative = lower green/red ratio, most hits filed as inhibitors. ABC-DLBCL IkBa-CBG/CBR reporter, luminescence ratio, 4 h; active = well fitted inhibition curve with a large enough effect in the signal ratio, with a control signal flat, not every such curve was filed as active; inconclusive = small, poorly fitted or top-dose-only effect, or effect the other way, or a change in a side signal; the % refers to the signal ratio;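 note: potency is the fitted concentration of half-maximal effect; plate controls were basal doxycycline-induced cells for no effect and cells given 10 µM MG132 for full effect; MG132 reads +100%, hits lower the ratio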
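Cell line TMD8 (human ABC DLBCL), stably expressing tet-inducible CBG68-IkBa fusion and CBR; IMDM/0.5% FBS; cpd up to 46 uM; dox induction, 4 h, 37C/5% CO2; dual luminescence; green/red ratio; MG132 control.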
Coupling enz: inhibits coupling enzyme system, counter-screen for aldolase hits. coupling enzyme system counterscreen, AmpLite Red fluorescence. activity change, negative = inhibition, % at 58.2 µM, hits read low. actives 0.67% (n = 290,000). AID 2472; in the data active = activity change below about -30%
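Counterscreen lacking aldolase: glyceraldehyde-3-phosphate coupling-enzyme reagent preincubated 10 min at RT with compound (at 57.5 uM final), then substrate/coupling system with AmpLite Red added; fluorescence read at 525/598 nm after 20 min RT.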
The depositor's hits bear a star; ? = inconclusive; . = not tested or not shown; & = joins results of further samples; [ ] = remark or other dose. Unless noted, calls come from the whole dose curve; as a rule, active = well fitted curve in the direction sought with a large enough effect; inconclusive = small, poorly fitted or top-dose-only effect, or another doubt; inactive = no such curve, though single readings can be large; an effect the other way counts as inactive or inconclusive. Unless noted, % is set by controls: 0 for no effect and ±100 for the full control effect.

SMILES	GALK inhibitor	KCNH2 3.1 block	PKM2 activator	USP2a inh	B2AR arrestin	uPA generation	Eya2 phos inh	Giardia killer	KCNH2 WT inh	BCR signal inh	Coupling enz
CC(=O)N(Cc1cc2ccc(C)c(C)c2n2nnnc12)C1CCCC1	8%	.	-6%	4%	-0.2%	.	-1%	.	.	2%	5
O=C(COc1ccccc1)NCC(=O)Nc1cccc2ccccc12	1%	0	-4%	2%	-0.7%	5%	4%	-7	-1	?	-1
O=C(C1COc2ccccc2O1)N1CCN(Cc2ccc3c(c2)OCO3)CC1 (configuration not stated)	3%	16	-13%	-1%	-0.8%	6%	-2%[15.4 µM]	13	4	?	1
CC(=O)NC(Cc1c[nH]c2ccccc12)C(=O)OCC(=O)N1CCCCCC1 (configuration not stated)	3%	-8	0%	-2%	-0.2%	.	10%	10	5	?	2
COc1ccc(NS(=O)(=O)c2ccc(-n3cnnn3)cc2)cc1OC	-1%	25	.	1%	-0.3%	-11%	5%	-7	-9	0%	.
CSc1ccccc1NC(=O)CN(C)C(=O)c1ccc(-n2cccn2)cc1	.	-37	.	2%	-0.1%	6%	4%	-26	-2	2%	.
O=C(Nc1ccccc1F)N1CCCC1c1cccnc1 (configuration not stated)	10%	8	-2%	1%	-0.4%	-2%	-14%	-12	-10	8%	-1
CCCCNC(=O)c1ccc(CS(=O)(=O)c2ccccc2OC)o1	2%	9	.	1%	-1.0%	-1%	-4%	8	8	0%	-1
CN(C(=O)CSc1nc2ccccc2n1C)C1CCS(=O)(=O)C1 (configuration not stated)	.	26	.	-2%	-0.1%	0%	14%	1	-13	0%	.
CCC(=O)OCC(=O)Nc1cc([N+](=O)[O-])ccc1Cl	-1%	3	-2%	4%	-0.3%	.	-13%	-6	7	-9%	2
COc1ccc2nc(NC(=O)C3CCCN3S(=O)(=O)c3ccc(C)cc3)sc2c1 (configuration not stated)	0%	-4	-5%	-7%	-0.8%	-8%	-4%	3	-10	?	-4
CCOc1ccc(-n2c(C)cc(C(=O)NS(=O)(=O)c3ccc(C)cc3)c2C)cc1	2%	.	3%	1%	-1.0%	1%	2%	4	5	-12%	15
O=C(COC(=O)Cc1ccsc1)Nc1ccc(Cl)c(S(=O)(=O)N2CCOCC2)c1	3%	-7	-1%	0%	0.1%	2%	2%	-1	-1	-1%	4
O=C(O)C1CC(=O)N(c2ccc(F)cc2)C1 (configuration not stated)	-1%	-1	1%	3%	0.4%	0%	-2%	1	3	-1%	2
Cc1ccc(S(C)(=O)=NC(=O)c2cc(C)on2)cc1 (configuration not stated)	.	-3	9%	11%	-0.7%	11%	-26%	-3	2	6%	3
O=C1CN(C(=O)COC(=O)[C@@H]2CCCN2S(=O)(=O)c2ccc(Cl)cc2)c2ccccc2N1	.	-11	.	1%	0.3%	-6%	-7%	-11	9	1%	.
N#Cc1c(N)nc2c(c1-c1cccnc1)CCCCC2	4%	1	-6%	0%	0.4%	-2%	9%	0	2	1%	2
C[C@@H]1C(=O)N(c2ccccc2)[C@@H]1c1ccncc1	.	-2	.	1%	-0.5%	-8%	7%	-11	3	?	.
CC(=O)N1CCN(S(=O)(=O)c2cccc(C(=O)NC3CCCc4ccccc43)c2)CC1 (configuration not stated)	-4%	10	-1%	0%	-0.2%	-4%	8%	2	4	-1%	-1
CCCCn1c(N)c(N(CC(C)C)C(=O)C2=NN(c3ccccc3)C(=O)CC2)c(=O)[nH]c1=O	.	5	.	2%	-0.2%	-4%	8%	-3	13	?	.
CCOc1ncnc2c1sc1nc(C)cc(C)c12	-3%	3	1%	1%	-0.8%	-2%	1%	-18	-5	-2%	-4
O=C(CC(c1ccccc1)c1ccccc1O)NCc1ccccc1 (configuration not stated)	14%	-18	1%	-1%	0.1%	1%	0%	15	9	-3%	0
Cc1cc(C)nc(/N=C(\N)Nc2ccccc2-c2ccccc2)n1	6%	9	-5%	2%	0.2%	-6%	-2%	20	1	?	-17
COc1ccc(-n2cc(-c3ccccc3)c3c(=O)[nH]cnc32)cc1	1%	7	?	-2%	-3.9%	-17%	-10%	-7	1	0%	-1
COc1ccc2c(=O)cc(-c3ccccc3F)oc2c1	1%	1	-3%	1%	-0.3%	?	-10%	-21	-1	?	7
CCC(=O)Nc1cc(C(F)(F)F)ccc1N1CCCC1	11%	-24	2%	-6%	0.0%	.	-2%	-1	9	6%	0
Cc1ccc2nc(Cl)c(/C=C/C(=O)c3ccco3)cc2c1	-5%	-27	17%	0%	0.1%	-2%	-17%	-7	-1	-6%	1
Cc1ccc(Cl)cc1N1CCN(S(=O)(=O)c2ccc3c(c2)oc(=O)n3C)CC1	-2%	-23	2%	5%	0.3%	.	19%	5	2	10%	1
Cn1c(N)c(C(=O)COC(=O)c2cc(C(F)(F)F)nc3ccccc23)c(=O)n(C)c1=O	.	.	-3%&1%	2%	-0.1%	.	4%	.	.	-4%	1&0
CCCCn1c(N)c(N(CCC(C)C)C(=O)c2cc(Cl)nc3ccccc23)c(=O)[nH]c1=O	.	-3	.	2%	-0.6%	2%	-1%	0	-9	4%	.
Cc1cccc(NC(=O)c2sc3ncn(CC(=O)N4CCN(c5ccccn5)CC4)c(=O)c3c2C)c1	0%	-21	.	1%	-0.6%	2%	1%	-19	2	-2%	.
COC(=O)C(CC(=O)O)NCc1ccco1 (configuration not stated)	-1%	2	-2%	3%	-0.1%	6%	6%	32[activator]	6	?	6
CC(NC(=O)c1ccccc1Cl)C(=O)NCc1cccs1 (configuration not stated)	.	-1	.	-8%	-0.7%	1%	-31%	-6	1	?	.
COc1ccc(OCC(=O)NCC(c2ccc(OC)cc2)N2CCCCC2)cc1 (configuration not stated)	3%	-25	2%[0.46 µM]	0%	-0.2%	6%	7%	3	13	-8%	0
CC1(C)CC(=O)C/C(=N\NC(=S)NCc2ccccc2)C1	11%	11	0%	0%	-0.3%	21%	-3%	-9	7	6%	3
N#CC1=C2N=C(N)c3ccccc3N2C2=C(C(=O)CCC2)C1c1ccc(Cl)cc1 (configuration not stated)	.	-28	1%	-11%	-0.9%	?	0%	9	9	-9%	0
CC1C(=NO)C(C)C(c2ccc(N(C)C)cc2)NC1c1ccc(N(C)C)cc1 (configuration not stated)	-2%	-2	6%	-7%	0.4%	17%	-10%	-19	4	?	-9
COc1ccccc1CNC(=O)C1CCCN(S(=O)(=O)c2ccc3c(c2)CC(C)N3C(C)=O)C1 (configuration not stated)	-2%	-15	.	2%	-0.3%	2%	6%	-4	-7	2%	0
CCCNC(=S)N1CCC(NC(=O)c2cccc(C)c2)CC1	4%	14	15%	0%	0.4%	-2%	3%	-20	-5	2%	3
O=C(Nc1cccc(-n2cccn2)c1)C1CCCN(Cc2ccc(C#CCCO)cc2)C1 (configuration not stated)	-2%	.	-5%	-1%	-0.4%	1%	1%	-12	17	?	.

2 records picked at random from those above, as already listed:
SMILES	GALK inhibitor	KCNH2 3.1 block	PKM2 activator	USP2a inh	B2AR arrestin	uPA generation	Eya2 phos inh	Giardia killer	KCNH2 WT inh	BCR signal inh	Coupling enz
O=C(Nc1ccccc1F)N1CCCC1c1cccnc1 (configuration not stated)	10%	8	-2%	1%	-0.4%	-2%	-14%	-12	-10	8%	-1
COc1ccc(NS(=O)(=O)c2ccc(-n3cnnn3)cc2)cc1OC	-1%	25	.	1%	-0.3%	-11%	5%	-7	-9	0%	.

More structures:
SMILES	GALK inhibitor	KCNH2 3.1 block	PKM2 activator	USP2a inh	B2AR arrestin	uPA generation	Eya2 phos inh	Giardia killer	KCNH2 WT inh	BCR signal inh	Coupling enz
CCOC(=O)CCCNC(=O)CCNC(=O)c1ccc(OCC)cc1	-2%	0	0%	0%	0.0%	2%	11%	-4	9	6%	0
COc1cccc(C(=O)OCC(=O)NCCc2ccccc2)c1OC	1%	6	.	0%	-0.1%	19%	-3%	2	-6	?	2
Cc1noc(C)c1COc1cccc(C(=O)NCc2ccccc2Cl)c1	2%	18	1%	5%	1.0%	-4%	-3%	-6	-6	-21%	2
CCOc1ccc(OCC(O)CNC2CCN(Cc3ccccc3)CC2)cc1 (configuration not stated)	1%	-13	-6%	-1%	0.1%	-9%	-9%	2	15	?	5
CCOc1ccc(Br)cc1C(=S)N1CCCC1	4%	-4	0%	-2%	-0.2%	6%	-10%	15	-11	2%	-1
Cc1ccc(SC(CC(=O)c2ccc(F)cc2)C(=O)O)cc1 (configuration not stated)	-4%	7	.	2%	0.3%	-7%	-1%	-9	-33	?	6
COc1cccc(NC(=O)COc2cc(C)cc3oc(=O)cc(C)c23)c1	14%	-5	-3%	2%	-0.8%	2%	7%	14	7	-11%	2
Cc1ccc(C(=O)O)cc1NS(=O)(=O)c1ccc2c(c1)oc(=O)n2C	2%	24	.	1%	0.4%	1%	1%	-9	-19	?	1
COCCOC(=O)C(C#N)c1nc2ccccc2nc1N1CCCC1 (configuration not stated)	0%	10	5%	1%	-0.3%	-5%	-2%	9	16	-1%	2

High-throughput results (PubChem)
